Compound activity: PubChem, several laboratories
NR1D1 modulator: modulates human Rev-erb alpha binding to DNA; 370,000 compounds, 0.79% hits; activity, % at 10 µM; Rev-erbα–FITC-DNA binding, fluorescence polarization, 90 min;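 active = activity above about 14%, limit read from the data; passing the limit was not always enough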;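 note: 0% = DMSO wells with 35 nM protein and 100% = DMSO wells with 750 nM protein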
Target sequence (P20393 whole entry, looked up): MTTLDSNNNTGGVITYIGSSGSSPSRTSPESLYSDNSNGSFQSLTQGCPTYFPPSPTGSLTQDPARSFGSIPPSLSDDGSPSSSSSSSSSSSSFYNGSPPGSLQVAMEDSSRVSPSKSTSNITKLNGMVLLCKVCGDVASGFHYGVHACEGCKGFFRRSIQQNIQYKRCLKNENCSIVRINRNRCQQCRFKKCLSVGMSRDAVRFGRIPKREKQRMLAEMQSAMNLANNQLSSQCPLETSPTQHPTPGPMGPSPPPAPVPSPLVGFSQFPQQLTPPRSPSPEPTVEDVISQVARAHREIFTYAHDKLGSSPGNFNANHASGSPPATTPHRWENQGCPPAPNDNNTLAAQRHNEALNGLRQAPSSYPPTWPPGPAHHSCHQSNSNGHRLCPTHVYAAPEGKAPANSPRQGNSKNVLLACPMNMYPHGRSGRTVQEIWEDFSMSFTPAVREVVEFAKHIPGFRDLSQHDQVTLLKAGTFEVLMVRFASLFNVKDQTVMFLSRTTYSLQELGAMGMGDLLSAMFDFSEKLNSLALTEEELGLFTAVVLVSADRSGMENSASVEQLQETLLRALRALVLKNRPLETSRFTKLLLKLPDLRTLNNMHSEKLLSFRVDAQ
PLCb3 inh: blocks human PLC-beta3 enzyme activity; Q01970; Purified PLC-beta3, fluorogenic substrate, fluorescence; inhibition, % at 12.2 µM; 370,000 compounds, 0.18% hits; AID 720704; in the data active = inhibition above about 11%;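 note: 0% = median of compound wells on plate and 100% = full blocker control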
hcDAF-12 act: activates DAF-12 receptor from parasite H. contortus; AID 652067; activation, % at 6.8 µM; HEK293 hcDAF-12 lit1-tk-luc reporter, luminescence; 0% DMSO, 100% Δ7-dafachronic acid; 370,000 compounds, 1.4% hits;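 active = activation above the mean of all tested compounds plus 3 SD, cut at about 5.5% in these data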;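 note: 100% = response to 3 µM Δ7-dafachronic acid high control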
PLC-gamma1 inh: inhibitors of human phospholipase C gamma1 | purified PLC-gamma1, fluorogenic substrate, fluorescence | inhibition, % at 12.2 µM | 370,000 compounds, 0.84% hits | P19174 | AID 720700; in the data active = inhibition above about 9.5%
ADAM17 inh: ADAM17 inhibition, QFRET primary screen; P78536; recombinant ADAM17, EDANS/DABCYL FRET peptide cleavage; inhibition, % at 6.95 µM; 370,000 compounds, 0.83% hits; AID 720648;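 active = inhibition above the mean of compounds lying between control limits plus 3 SD, set per campaign, cut at about 8.5% in these data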;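 note: 0% = DMSO-only wells as the low control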
MBD2 inh: MBD2-methylated oligo binding inhibition. TR-FRET, MBD2 binding to methylated oligonucleotide. 370,000 compounds, 0.31% hits. Q9UBB5. inhibition, % at 4.4 µM; in the data active = inhibition above about 13%
Target sequence (Q9UBB5 whole entry, looked up): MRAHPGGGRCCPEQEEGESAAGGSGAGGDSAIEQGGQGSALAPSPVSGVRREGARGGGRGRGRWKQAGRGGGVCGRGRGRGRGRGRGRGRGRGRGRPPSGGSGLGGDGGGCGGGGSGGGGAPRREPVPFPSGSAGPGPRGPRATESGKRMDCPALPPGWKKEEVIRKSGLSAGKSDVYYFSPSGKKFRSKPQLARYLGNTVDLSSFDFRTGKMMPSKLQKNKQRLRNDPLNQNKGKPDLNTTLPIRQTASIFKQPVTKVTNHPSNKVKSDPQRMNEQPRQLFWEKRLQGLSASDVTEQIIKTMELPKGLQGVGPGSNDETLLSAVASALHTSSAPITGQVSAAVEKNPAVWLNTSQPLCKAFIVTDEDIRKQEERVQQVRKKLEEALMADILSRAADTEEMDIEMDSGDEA
ssDAF-12 act: activates DAF-12 receptor from parasite S. stercoralis; activation, % at 6.8 µM; HEK293 ssDAF-12/GRIP1 lit1-tk-luc reporter, luminescence; % of 3 µM dafachronic acid response; AID 652126; 370,000 compounds, 1% hits;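 active = activation above the mean over all tested compounds plus 3 SD, cut at about 0.9% in these data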;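 note: 0% = DMSO-only wells and 100% = 3 µM delta7-dafachronic acid wells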
DAX1 inh-1: inhibitors of DAX1 repression of SF-1 activated StAR promoter | HEK293T StAR-luciferase reporter, SF-1/DAX-1 repression relief | inhibition, % at 6.8 µM | 370,000 compounds, 1.1% hits | AID 652010;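 active = inhibition above the mean over all tested compounds plus 3 SD, cut at about 3.6% in these data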;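 note: 0% = DAX-1 cells with DMSO and 100% = cells lacking DAX-1 with DMSO; higher inhibition means more luminescence from relief of DAX-1 repression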
SMARCA2 activ: activators of SMARCA2 function | activation, % at 9.1 µM | MG213 cells, MMTV-luciferase reporter, dexamethasone, overnight | 370,000 compounds, 1% hits; in the data active = activation above about 7.8%;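 note: 0% = vehicle wells and 100% = reference activator wells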
DAX1 inh-2: inhibitors of human orphan nuclear receptor DAX1 (NR0B1). inhibition, % at 6.75 µM. P51843. AID 504766. HEK293 Gal4-DAX1 luciferase reporter, luminescence. 340,000 compounds, 0.99% hits;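 active = inhibition above the mean over all tested compounds plus 3 SD, cut at about 4.2% in these data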;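 note: 0% = DAX1-transfected cells with DMSO and 100% = empty-vector control cells with DMSO; inhibition shows as a rise in luminescence from relieved DAX1 repression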
hgDAF12 agonist: agonists of H. glycines DAF-12 nuclear receptor; HEK293 GAL4-hgDAF12 UAS-luciferase reporter, agonist luminescence; normalized to butyrate control; activation, % at 6.8 µM; 370,000 compounds, 1.8% hits; AID 687014;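 active = activation above a cutoff set at the mean of all screened compounds plus 3 SD, cut at about 10% in these data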;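 note: 0% = DMSO wells and 100% = sodium butyrate wells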
* = called active by the depositor; · = not tested or not shown; & = joins results of further samples.

Sequence of screens: NR1D1 modulator, PLCb3 inh, hcDAF-12 act, PLC-gamma1 inh, ADAM17 inh, MBD2 inh, ssDAF-12 act, DAX1 inh-1, SMARCA2 activ, DAX1 inh-2, hgDAF12 agonist
CC1Cc2cc(/C(O)=C3\C(=O)C(=O)N(CCN4CCOCC4)C3c3ccccc3F)ccc2O1 (centres undefined)
 : -0.8, -9.3, 0.1, -3.8, -1.1, -1.9, -0.8, 0.8, 2.8, 2.1, -1.2
COc1cc2ccccc2cc1C(=O)OCC(=O)N(CC(C)C)c1c(N)n(Cc2ccccc2)c(=O)[nH]c1=O
 : 2.9, -64.7, 2.0, -49.8, -35.2, 1.7, -1.2, -1.2, -3.0, -1.2, -3.4
COc1ccc(-c2c(C(=O)c3ccccc3)[nH]c(N)c2C(=O)c2c[nH]c3ccccc23)cc1OC
 : -0.9, -17.9, 3.0, -7.3, 3.0, -2.0, -0.6, ·, ·, ·, 0.6
Cc1cc(C)c2cc(CN(Cc3ccc4c(c3)OCO4)Cc3nnnn3Cc3ccco3)c(=O)[nH]c2c1
 : 0.7, -22.9, -1.7, -16.7, 3.0, -0.3, -1.6, -0.4, 1.0, -0.8, -1.1
Cc1cc(Cl)c2oc(C(=O)N3CCN(c4ccncc4)CC3)c(C)c2c1
 : -3.2, -11.8, -3.0, 0.1, 3.3, -2.2, -1.5, -2.3, -2.7, -0.9, -4.9
CC(C)(C)NC(=O)C(c1ccc(O)cc1)N(Cc1ccco1)C(=O)Cn1nnc(-c2cccs2)n1 (centres undefined)
 : 5.3, -33.9, 8.2*, -1.3, 1.0, -3.2, -1.4, -0.3, 2.0, -0.5, -2.0
CNC(=O)c1c(NC(=O)C2=COCCO2)sc2c1CCN(C(=O)OC)C2
 : -0.9, -31.8, 1.5, -19.7, -0.8, 1.1, -1.7, -3.0, 0.5, 1.2, -2.9
COC(=O)c1c(C(=O)OC)n(CCCN)c2ccc(C)cc12
 : -3.6, -171.3, -1.0, -145.0, -99.5, 3.0, -1.7, -0.3, 0.3, -1.1, -0.6
CCc1cc2c(N[C@@H](Cc3c[nH]c4ccccc34)C(=O)O)ncnc2s1
 : -4.5, -1.2, 8.0*, -0.2, -2.4, -3.7, -0.1, 0.7, 1.5, -1.2, 2.2
CCn1c(=O)cc(SCC(=O)Nc2ccc3c(c2)OCCO3)c2ccccc21
 : -4.4, 0.6, -1.7, 0.3, -0.7, 2.3, -1.9, -0.7, -3.2, 0.3, -1.8
CCN1CCN(Cc2ccc(C(=O)Nc3ccc(C)c(NCc4cnc(NC(=O)OC)cn4)c3)cc2C(F)(F)F)CC1
 : 2.8&-1.3, -38.3&-21.7, 1.3&-0.1, -22.9&-19.2, -9.3&-3.7, 3.3&-3.8, -0.9&-1.5, 0.6&-0.4, -3.8&0.6, 1.2&0.2, 0.7&2.8
CCN(CC)C(=O)CSc1nnc(COc2ccccc2)n1N
 : 0.6, 5.7, -2.1, 0.3, -2.8, 5.3, -1.6, 0.1, -0.8, -1.7, 0.5
CCOC(=O)[C@]12CCC=C1N(Cc1ccc3c(c1)OCO3)C(=O)[C@H](CC(=O)NCCC(C)C)C2
 : -6.4, 2.4, -1.4, 1.1, -0.9, -0.8, -1.4, 2.0, 5.4, ·, 1.1
CCOc1ccc(C(=O)N/N=C/c2ccc(-c3ccc(S(=O)(=O)Nc4ncccn4)cc3)o2)cc1
 : -0.3, -164.8, 0.1, -130.9, -153.0, -0.6, -1.1, 0.1, 2.7, -1.5, 0.9
CC(=O)N1c2ccc(S(=O)(=O)N3CCC(C(=O)NCc4ccc(N(C)C)cc4)CC3)cc2CC1C (centres undefined)
 : -25.4, -8.8, 2.0, 1.2, -0.5, 2.1, -1.1, 1.0, -2.4, -0.2, -2.2
CN1OC[C@@H]2CN[C@H](c3cccc(-c4ccc(C#N)cc4)c3)C[C@@H]21
 : -0.8, 0.9, -0.6, 1.5, -4.7, 2.8, -0.8, 0.0, -2.2, -0.6, -1.2
COc1ccc(NC(=O)C2CC(=O)n3c(nc4ccccc43)N2)cc1 (centres undefined)
 : 4.9, -117.0, 0.2, 2.2, -1.2, 2.1, -0.9, 0.1, -2.2, 0.6, -2.4
O=c1[nH]c(NNC(=S)NCc2ccccc2)nc2c1C1(CCCCC1)Cc1ccccc1-2
 : 1.0, -40.4, -1.1, -26.9, -4.8, 1.2, -0.6, -0.2, 1.0, -1.8, 2.3
CC1=C(C(=O)N(C)C)CC(CC(=O)NCc2cccs2)C(=O)N1Cc1ccc(C(C)(C)C)cc1 (centres undefined)
 : 4.3, 0.6, -0.7, 0.1, -4.4, 0.9, -1.4, 0.1, -2.0, ·, 1.6
Cc1cc(C(=O)N/N=C/c2ccc(-c3ccc([N+](=O)[O-])cc3C)o2)n[nH]1
 : -11.6, -33.5, -1.5, -18.7, -1.9, -1.6, -1.2, -0.9, 1.9, -0.6, 1.8
COc1ccc(N=CC2=C(O)CC(C)(C)CC2=O)cc1OC
 : 4.9, -31.2, 1.4, -17.5, -7.8, 0.1, -0.8, -0.1, -8.5, 0.1, -1.0
c1ccc(-c2noc(CC3CCCCC3)n2)cc1
 : -4.6, 0.0, -0.6, -2.1, -2.3, 2.9, -1.4, 0.4, -0.1, -0.8, 1.8
O=C(COC(=O)C1(c2ccc(F)cc2)CCCC1)NC1CC1
 : -1.6, 0.7, -1.5, 3.8, 0.2, 4.4, -1.8, -0.5, 4.4, 1.8, -1.8
Cc1ccc(CC2C(=O)N(c3ccccc3)C(=O)C2C)cc1 (centres undefined)
 : 1.2, 0.0, 1.3, 0.2, 0.8, -0.3, -1.5, -0.1, -1.7, 2.2, -1.6
COC(=O)[C@@H]1C[C@H]2CC[C@H](O)C[C@H]2N1Cc1ccc(C(C)(C)C)cc1
 : 1.9, -4.6, 1.5, 1.1, -1.2, -1.1, -1.0, -0.1, -0.7, -0.8, 1.2
CCOC(=O)C1C(=O)C=C(c2ccc(OC)cc2)CC1c1ccco1 (centres undefined)
 : 6.6, -50.4, -2.2, -30.5, -13.0, 1.1, -1.7, -0.6, 2.9, -0.6, 1.3
C=CCNC(=S)NNC(=O)C(CC(C)C)CC(C)O (centres undefined)
 : -2.3, -6.5, -0.5, 0.9, 1.1, 1.3, -1.3, 0.0, 1.6, 4.0, 0.3
O=C(NCCc1ccccc1)OCc1cn(Cc2ccc(F)c(F)c2)nn1
 : 4.0, -2.4, 3.5, -2.9, 1.8, 0.7, -1.3, 0.8, -2.0, ·, 1.9
COc1ccc(CC(=O)Oc2cc(C)ccc2C)cc1
 : 1.4, 2.6, -0.6, -0.2, 0.8, 6.9, -1.4, -0.2, 2.0, -0.6, -2.8
CCCN(C(=O)COC(=O)Cn1c(=O)oc2ccccc21)c1c(N)n(Cc2ccccc2)c(=O)[nH]c1=O
 : 1.3, -1.9, 0.3, -2.5, -3.8, -1.5, -1.1, -0.1, -0.2, -0.1, 2.7
Cc1ccc(/C=C2\SC(N)=NC2=O)s1
 : 0.5, 3.7, -0.7, 2.9, -1.4, -9.6, -1.4, 0.6, -1.1, 0.6, 1.1
CC1CCN(C(=O)CSc2nnc3ccccn23)CC1
 : 3.5, -12.2, 3.7, -2.9, -6.7, -4.0, -0.8, 1.8, -0.2, 0.6, 3.6
C/C(=N\Nc1ccc(C(=O)O)cc1)c1ccc(Cl)s1
 : 3.8, -10.5, 8.2*, -11.3, -0.9, 0.9, 1.1*, 3.0, 3.9, -0.6, 16.2*
CCn1c(SCc2nc(-c3cccs3)no2)nnc1-c1c[nH]c2ccccc12
 : -6.4, 4.0, -3.1, 5.9, 7.0, 0.3, -1.9, -1.7, -9.2, -0.8, -4.3
Nc1ccc(-c2nc3ccccc3[nH]2)cc1
 : -9.1, -31.2, 3.1, -25.9, -130.5, 1.2, -0.8, 5.2*, 0.9, 3.1, 10.6*
CC(NC(=O)COC(=O)C1CC1C)c1ccccc1 (centres undefined)
 : 4.9, -4.1, -0.8, -2.0, -1.1, -9.7, -1.4, -0.5, -2.7, 0.3, 0.7
Cc1nn(-c2ccccc2)c2sc(C(=O)OCn3nnc4ccccc4c3=O)cc12
 : -0.3, -1.3, 2.4, 0.1, -1.1, 2.2, -1.1, 0.3, -2.6, 0.7, 2.3
CC(=O)Nc1ccc(N(C(=O)c2cnccn2)C(C(=O)NC2CCCCC2)c2ccc(F)cc2)cc1 (centres undefined)
 : -3.7, -1.9, -1.1, 3.6, -0.1, -3.0, -1.1, 0.0, -1.4, -0.2, -0.5
Brc1cccc(-c2nnc(SCc3nc4ccccc4[nH]3)o2)c1
 : 8.2, -24.3, 1.1, -19.0, -5.7, -3.4, -1.0, -0.3, 0.2, 1.8, 0.5
CSc1ncccc1C(=O)OCC(=O)c1cc(C)n(C)c1C
 : -1.9, -9.4, 6.4*, 0.6, -7.1, 3.7, 0.5, 2.3, 0.3, 4.3*, 4.1
O=C(NCCc1cccs1)C1CCC(=O)N(CCc2cccc(F)c2)C1 (centres undefined)
 : 4.0, -3.1, -1.6, 1.4, -0.3, 1.2, -1.1, 0.2, 4.8, 0.7, 0.5
CCOC(=O)CN(C)Cc1cn[nH]c1-c1ccc2cc(OC)ccc2c1
 : -3.5, -5.9, -2.5, -4.6, 0.7, 5.4, -1.5, 0.0, 0.3, -1.2, 0.8
CC(=O)Nc1ccc(C(=O)N2CCCC(c3cc(C(=O)NCc4ccccc4)no3)C2)cc1 (centres undefined)
 : 8.2, 0.9, -1.2, -0.5, -3.0, 3.7, -1.5, 1.3, -2.8, ·, -0.9
C/C(=C\c1ccccc1)CN1CCN(c2ccccc2F)CC1
 : -0.5, 1.0, -1.7, 0.5, 2.5, 2.6, -0.9, -0.1, 1.1, -0.4, 1.1
Cc1ccc(CON=C2CCN(c3ncc(C(F)(F)F)cc3Cl)CC2)cc1
 : -5.3, 2.0, 0.7, -2.5, -0.6, 1.3, -1.3, -0.2, -1.0, 0.1, 0.8
Cc1ccc(N2CC(C(=O)OCC(=O)NNC(=O)c3ccccc3)CC2=O)cc1 (centres undefined)
 : -5.0, -4.0, -1.7, 10.7*, -2.5, -5.9, -0.5, -0.6, -3.1, -0.1, 2.3
